Screening data as filed in PubChem.
Cycloheximide cs – counter-screen hit for Shiga toxin inhibitors, cycloheximide; cell reporter, cycloheximide protein synthesis inhibition counterscreen; 300,000 compounds, 12% hits; max response, %; in the data active means max response mostly above about 13%, no sharp cut-off; inactive means mostly below about 14%; further: read at 38.3 µM for the half of the compounds with a filed dose; 0% is about no effect
Pf growth 48h – inhibits P. falciparum growth in the first generation, 48 h; P. falciparum luciferase growth in erythrocytes, 48 h; Potency, µM (series often up to 28.7 µM), inactives show top-dose activity change, negative = inhibition, most hits filed as inhibitors; 310,000 compounds, 5.9% hits; AID 504832; further: potency means the concentration at half of the fitted maximal effect; on the % scale 0 is the no-effect control and ±100 the full control effect
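A one-generation exposure of luciferase-tagged malaria parasites in RPMI 1640/Albumax erythrocyte culture, 37 C and 5% CO2. Inhibition is inferred from decreased luminescence after adding detection reagent.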
Giardia FBPA inh – inhibitors of Giardia lamblia fructose-1,6-bisphosphate aldolase; 290,000 compounds, 0.71% hits; A8B2U2; purified Giardia FBPA; Potency, µM (highest dose often 59.6 µM), inactives show at the highest dose activity, negative = inhibition, actives largely listed as inhibitors; further: potency means the concentration at half of the fitted maximal effect; on the % scale 0 is the no-effect control and ±100 the full control effect; nearly all actives have a fitted effect of over 55% in size
Target sequence (A8B2U2 whole entry, looked up): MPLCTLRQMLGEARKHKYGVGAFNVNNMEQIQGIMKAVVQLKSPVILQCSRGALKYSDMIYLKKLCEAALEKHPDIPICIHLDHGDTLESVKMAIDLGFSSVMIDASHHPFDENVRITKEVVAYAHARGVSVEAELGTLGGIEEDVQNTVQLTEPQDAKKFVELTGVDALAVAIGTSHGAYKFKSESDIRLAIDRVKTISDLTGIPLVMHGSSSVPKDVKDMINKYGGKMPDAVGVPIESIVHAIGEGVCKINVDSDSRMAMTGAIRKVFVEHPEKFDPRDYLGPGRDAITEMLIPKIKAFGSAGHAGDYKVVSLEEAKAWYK
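40 nM FBPA preincubated 10 min at RT with compound (up to 57.5 uM final), then substrate plus GAPDH/TPI/NAD/arsenate coupling and diaphorase/resazurin added. Fluorescence read after 20 min at RT, 525/598 nm.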
Sm TGR block – blocks Schistosoma mansoni thioredoxin glutathione reductase | purified TGR, DTNB reduction, TNB absorbance 405 nm | AID 485364 | 360,000 compounds, 3% hits | Q962Y6 | Potency, µM (doses to about 114 µM), for the others: at the highest dose activity change, negative = inhibition, actives largely listed as inhibitors; further: potency means the concentration at half of the fitted maximal effect; on the % scale 0 is the no-effect control and ±100 the full control effect; nearly all actives have a fitted effect of over 60% in size
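Kinetic colorimetric format: TGR-catalysed, NADPH-driven DTNB reduction monitored via TNB absorbance. Enzyme dispensed at 20 nM; compound exposure 15 min at room temperature before reaction start.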
Pf growth 96h – P. falciparum growth inhibition at 96 hours. P. falciparum luciferase reporter growth, 96 h. Potency, µM (highest dose often 28.7 µM), without a hit: at the top dose activity change, negative = inhibition, actives largely listed as inhibitors. 320,000 compounds, 6.9% hits. AID 504834; further: potency means the concentration at half of the fitted maximal effect; on the % scale 0 is the no-effect control and ±100 the full control effect
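Parasite growth measured via integrated firefly luciferase reporter in P. falciparum. Infected erythrocytes at 2% hematocrit, 0.05% parasitemia final were treated 96 hours at 37 C under 5% CO2, and luminescence was read.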
Shiga toxin inh – Shiga toxin inhibition; Vero cells, Shiga toxin protein synthesis inhibition reporter; inhibition, % at 38.7 µM; 290,000 compounds, 9.2% hits; in the data active means inhibition mostly above about 28%, no sharp cut-off; inactive means mostly below about 43%; further: 0% is about no effect
* hit, by the source's call; ? = inconclusive; · = no result given; [ ] = dose if it differs, or a comment. Unless noted, the call rests on the fitted dose curve; in most records, active means well fitted curve in the direction sought with a large enough effect; inconclusive means small, poorly fitted or top-dose-only effect, or another doubt; inactive means no such curve, though single readings can be large; an effect the other way counts as inactive or inconclusive.

The line under a structure holds: Cycloheximide cs	Pf growth 48h	Giardia FBPA inh	Sm TGR block	Pf growth 96h	Shiga toxin inh
> CC1(CCBr)C(=O)N(c2ccccc2)c2ccccc21 (configuration not stated)
→ -3	-13%	-9%	-28%	13µM*	·
> CC(C)(C)N1C(=O)c2ccc(C(=O)Nc3ccc(-c4nc5ccccc5[nH]4)cc3)cc2C1=O
→ 29*	0.52µM*	0%	8%	·	47*
> Cc1ccc(C(=O)OCC(=O)Nc2ccccc2)cc1NC(=O)c1ccco1
→ 11	20%	0%	0%	31%[activator]	54
> COc1cc(C(=O)OCC(=O)N2c3ccccc3NC(=O)C2(C)C)ccc1OCC(C)C
→ ·	?	·	-6%	?	·
> O=C1/C(=C/N(C(=O)c2ccco2)c2ccc(Cl)cc2)Sc2ccccc21
→ 39*	92%[activator]	0%	40µM*	0%	91*
> COc1cccc(CNC(=O)CCNC(=O)C2CCN(S(=O)(=O)c3ccccc3)CC2)c1
→ -3	-4%	·	3%	-16%	4
> CC(C)(O)C#Cc1ccc(CN2CCC(CO)(CCc3ccccc3)CC2)cc1
→ -3	?	14%	43%[activator]	35%[activator]	-5
> CC(C)CN(C(=O)COC(=O)COc1ccc2c(c1)CCC2)c1c(N)n(Cc2ccccc2)c(=O)[nH]c1=O
→ ·	11%	·	1%	17%	·
> Cc1[nH]c2ccccc2c1Cc1n[nH]c(=S)o1
→ -7	·	-26%	?	0%	-31
> COC(=O)COc1ccc(S(=O)(=O)Nc2ccc3c(c2)OCO3)cc1Cl
→ -2	-14%	3%	0%	·	-15
> COc1ccc(-c2noc(CN(C(=O)c3ccoc3C)C(C)C)n2)cc1
→ -1	-3%	2%	-1%	-21%	-14
> Cc1ccc(NS(=O)(=O)c2cccc(C(=O)NCCCn3ccnc3)c2)cc1
→ ·	?	·	-7%	-2%	·
> O=C1C2CCCCC2C(=O)N1c1nccs1 (configuration not stated)
→ -1	1%	0%	-7%	?	-8
> O=S(=O)(c1ccc(N2CCCC2c2nc3ccccc3s2)nc1)N1CCOCC1 (configuration not stated)
→ 1	10µM*	0%	10%	12µM*	33
> Cc1ncc([N+](=O)[O-])n1CC(=O)Nc1ccc(F)c(F)c1
→ -4	-16%	-7%	3%	-2%	12

Next part (2 carried over from the part before).
The line under a structure holds: Cycloheximide cs	Pf growth 48h	Giardia FBPA inh	Sm TGR block	Pf growth 96h	Shiga toxin inh
> O=S(=O)(c1ccc(N2CCCC2c2nc3ccccc3s2)nc1)N1CCOCC1 (configuration not stated)
→ 1	10µM*	0%	10%	12µM*	33
> Cc1ncc([N+](=O)[O-])n1CC(=O)Nc1ccc(F)c(F)c1
→ -4	-16%	-7%	3%	-2%	12
> Cc1c(NC(=O)c2cccs2)cccc1NC(=O)c1cccs1
→ -2	30%	·	0%	-21%	2
> COc1ccccc1-n1c(SCC(=O)Nc2nnc(C)s2)nc2c(c1=O)SCC2
→ 4	0%	-1%	-4%	12µM*	18
> CCOCCCN(CCC#N)C(=O)C1CCN(S(=O)(=O)c2ccc(-n3cnnn3)cc2)CC1
→ -2	?	-2%	0%	-12%	-4
> O=C(Nc1sc(-c2ccccc2)cc1C(=O)O)c1ccccc1
→ 35*	45%[activator]	-5%	12%	258%[activator]	52*
> Cc1cccc(N(CC(=O)NC2CCCCC2)C(=O)c2csnn2)c1
→ -3	10%	·	-8%	41%[activator]	2
> COC(=O)CCC(=O)Nc1nccs1
→ -2	-2%	-2%	7%	0%	-9
> COc1ccc(OC)c(CN2CCN(C(=O)c3ccc(S(=O)(=O)Nc4ccccc4F)cc3)CC2)c1
→ ·	?	·	1%	?	·
> CCOc1ccc(OCC)c2sc(C)nc12
→ -2	6%	-8%	-17%	24%	11
> Fc1ccc(C2c3cccn3CCN2C(=S)Nc2cccc(F)c2)cc1 (configuration not stated)
→ -6	?	-11%	-34%	?	9
> CNC(=O)Oc1ccc2c(c1)[C@]1(C)CCN(C)C1N2C (some centres not stated)
→ ·	13µM*	·	-3%	15µM*	·
> Cc1ccc(S(=O)(=O)N/N=C2/CC(c3ccccc3)Oc3ccccc32)cc1[N+](=O)[O-] (configuration not stated)
→ 55*	·	7%	1%	4%	39*
> COc1ccc2c(c1OC)C(=O)N1C2SC[C@H]1C(=O)NC1CCCCC1 (some centres not stated)
→ 2	-8%	3%	7%	38%[activator]	-1
> O=C(CCn1nc(-c2ccc(Cl)cc2)c2ccccc2c1=O)NCC1CCCO1 (configuration not stated)
→ 12	·	5%	-7%	?	-13
> C/C(=N/NC(=O)c1cc(C)[nH]n1)c1ccco1
→ 27*	54%[activator]	-1%	-13%	343%[activator]	42*
> O=c1cc(CNc2ccc(Br)cc2)nc2sccn12
→ 28*	47%[activator]	-8%	3%	22%	56*
> COc1ccc(C)cc1NC(=O)CCCN1C(=O)NC(C)(C)C1=O
→ ·	32%[activator]	·	2%	32%[activator]	·
> COC(=O)Nc1cc(C)nc2ccccc12
→ -2	?	2%	18%	?	-11
> COc1ccc(-c2cn[nH]c2-c2ccc(OCC(=O)NN)cc2O)cc1OC
→ -4	?	11%	3%	?	-4
> O=C(NC(=S)Nc1nc(-c2cccc3ccccc23)cs1)c1cc2ccccc2o1
→ -1	11%	0%	-2%	-19%	-3
> Cc1cc(C)nc(SCC(=O)Nc2ccc(N3CCOCC3)cc2)n1
→ -1	14%	-4%	2%	·	-15
> CN(C)CCCNC(=O)N1c2ccccc2Sc2ccccc21
→ -4	6%	0%	0%	-13%	-3
> CCNS(=O)(=O)c1ccc(NC(=O)Nc2ccc3c(c2)OCO3)cc1
→ 30*	-15%	1%	-6%	4%	66
> COc1ccccc1OCCn1nnc2ccccc21
→ 34*	37%[activator]	-2%	-1%	5%	104*
> CCOC(=O)Cn1nc(C)c(NC(=O)c2ccc(Br)o2)c1C
→ -4	39%[activator]	4%	-4%	?	-8
> Cc1cccnc1NC(=O)C1CCCN1S(=O)(=O)c1ccc(Cl)cc1 (configuration not stated)
→ -4	13%	·	?	17%	-18
> CCO[C@H]1OC(C(=O)NC2CC2)=C[C@@H](c2ccc(Br)cc2)[C@@H]1CCCO
→ 7	13%	9%	5%	1%	-6
> COC(=O)c1cc2occc2n1CC(=O)N(C)C1CCCCC1
→ 2	44%[activator]	1%	-1%	14%	-17
> CCN(CC)S(=O)(=O)c1ccc(OC(C)C)nc1
→ 1	?	1%	-11%	102%[activator]	-9
> Cc1csc(NC(=O)CSc2[nH]c(=O)ncc2C)n1
→ ·	49%[activator]	·	8%	38%[activator]	·
> O=c1c(Cl)c(NCc2ccco2)cnn1C12CC3CC(CC(C3)C1)C2
→ 14	45%	15%	?	6%	23
> O=C1CSC(c2ccccc2[N+](=O)[O-])N1c1cccc(F)c1 (configuration not stated)
→ 8	-8%	6%	-8%	2.3µM*	-4
> COc1ccccc1C1=NOC(C)(c2sc(-c3ccc(Cl)cc3)nc2C)C1 (configuration not stated)
→ 20*	40%[activator]	0%	0%	89%[activator]	31*
> CCc1cc2c(NCCN3CCCCC3)ncnc2s1
→ -3	·	-21%	0%	?	-17
> CCCCCC(=O)N/N=C/c1ccco1
→ 6	27%	-1%	-5%	13µM*	15
> Cc1nc(NN)c2c3c(sc2n1)COC(C)(C)C3
→ -5	?	?	5%	?	-11
> CCOC(=O)c1sc(NC(=O)c2c(CC)noc2C)nc1C
→ ·	?	·	-3%	?	·
> COCCNC(=O)C(OC(=O)c1ccco1)c1ccccc1Cl (configuration not stated)
→ -2	30%	2%	?	-18%	-12
> COc1ccc(/C=C/C(=O)c2oc3ccc(F)cc3c2C)cc1
→ 7	?	-7%	-12%	-23%	-2
> Cc1cc(C)cc(NC(=O)C2CCN(c3nc(C)cc(C)n3)CC2)c1
→ -2	0%	9%	0%	·	3
> CC(C)(C)NC(=O)Cn1c(-c2nonc2N)nc2ccccc21
→ -4	-8%	9%	-1%	31%[activator]	-22
> Cc1cccc(NC(=O)NNC(=O)c2sccc2-n2cccc2)c1
→ -4	1%	0%	0%	39%[activator]	-3
> COCCn1c(SCc2nc3sc(C(=O)OC)c(C)c3c(=O)[nH]2)nc2ccccc21
→ -2	12%	1%	9%	·	-15
> O=C(/C=C/c1ccccc1Br)c1ccc2c(c1)OCO2
→ 36*	-21%	10%	?	64%[activator]	112*
> CC(=O)CC(C)(C)n1c[n+](C)nn1
→ -2	65%[activator]	1%	-23%	·	-20
> CC(C)c1ccccc1NC1=NCCCS1
→ -11	-15%	-4%	-4%	0%	3
> COc1ccccc1OCC(=O)Nc1oc(-c2ccccc2)c(-c2ccccc2)c1C#N
→ -4	14%	16%	-5%	·	20
> COc1ccc(N(CC(=O)NCc2ccco2)S(C)(=O)=O)cc1Cl
→ 6	4%	-1%	79µM*	-17%	19
> O=[N+]([O-])c1ccc(-c2nnc3n2CCCCC3)cc1
→ -5	27%	-3%	-9%	7%	-2
> Cc1ccc(C)c(NC(=S)NCCSc2ccc(Cl)cc2)c1
→ -3	?	1%	-3%	29%	-3
> Cc1ccc(N2CCN(CC(O)COc3cccc(C)c3)CC2)cc1 (configuration not stated)
→ -2	-5%	6%	-16%	38%[activator]	-6
> O=C(c1ccccc1)N1N=C(c2ccccc2O)CC1c1ccc(Br)cc1 (configuration not stated)
→ 3	3.7µM*	-3%	10%	?	10
> O=C1C2C3C=CC(C3)C2C(=O)N1c1ccc(-c2nc3ccccc3c(=O)o2)cc1 (configuration not stated)
→ -3	5%	-17%	21%	55%[activator]	-8
> COc1ccc2c(c1)C(SCC(=O)NCCc1ccccc1)CC(C)(C)O2 (configuration not stated)
→ 1	-5%	-1%	1%	?	-9
> COc1ccc(N(C(=O)c2snc(C(N)=O)c2N)C(C(=O)NC2CCCC2)c2ccc3ncccc3c2)cc1 (configuration not stated)
→ 9	?	-7%	1%	55%[activator]	46
> Cc1ccc(CN(c2ccc(C(=O)N3CCCC3)cc2)S(C)(=O)=O)cc1
→ -1	8%	-3%	-13%	31%[activator]	-5
> CCOCCc1nnc(NC(=O)c2ccc(OC)c(OC)c2)s1
→ -4	17%	-3%	11%	25%	-1
> COc1ccc(Cc2nc3ccccc3n2CC(=O)N/N=C/c2ccc(O)cc2)cc1OC
→ 0	0%	-7%	-5%	?	-9
> CC(C)c1ccc(N2CC(C(=O)Nc3nccs3)CC2=O)cc1 (configuration not stated)
→ -1	8%	0%	0%	45%[activator]	-5
> COc1cc(-c2nnn(CC(=O)N3CCOCC3)n2)cc(OC)c1OC
→ 2	1%	3%	-16%	-23%	-23
> CC1CCCCC1NC(=O)CN1C(=O)NC(C)(c2cccc(Br)c2)C1=O (configuration not stated)
→ ·	-9%	·	3%	-23%	·

Next section
The line under a structure holds: Cycloheximide cs	Pf growth 48h	Giardia FBPA inh	Sm TGR block	Pf growth 96h	Shiga toxin inh
> O=C1CC(c2ccc(F)cc2)Sc2ccccc2N1 (configuration not stated)
→ 13	-19%	6%	-12%	?	14
> COc1ccc(NC(C)=O)cc1CP(=O)(c1ccccc1)c1ccccc1
→ -7	-12%[0.00184 µM]	8%	-4%	-11%	-2
> O=C1NC(=O)C(=Cc2ccc(N3CCOCC3)o2)C(=O)N1
→ 1	7%	-5%	?	-2%	20
> CC(=O)Nc1ccc(N(C(=O)CNC(=O)c2ccco2)C(C(=O)NCc2ccco2)c2ccccc2)cc1 (configuration not stated)
→ -2	-6%	1%	3%	2%	-18
> COc1cccc(CNS(=O)(=O)c2cc3c4c(c2)CCN4C(=O)CC3)c1
→ ·	4%	·	-16%	-1%	·
> CC(N)c1ccc(Cl)cc1Cl (configuration not stated)
→ -3	2%	4%	1%	?	-16
> Cc1ccc(NC(=O)CNC(=O)c2cccs2)nc1
→ ·	55%[activator]	·	-1%	55%[activator]	·
> COC(=O)C(O)(c1ccc(NC(=O)NC2CCCCC2)cc1)C(F)(F)F (configuration not stated)
→ 35*	121%[activator]	-4%	6%	30%[activator]	39*
